Source: PubChem BioAssay (several laboratories)
Vc quorum ag: quorum light induction in luxS cqsA deficient V. cholerae | V. cholerae BH1578 lux reporter, luminescence, 6 h | activation, % at 18.7 µM | AID 588436 | 0.16% of 350,000 active; in the data active means activation mostly above about 9.7%, no sharp cut-off; inconclusive means no clear call, values can overlap the other calls; inactive means mostly below about 3.7%; further: not every result past the cut was called active; inactives centre near 0; reference of the scale not given here
TcdB GH inh: blocks C. difficile toxin B glycohydrolase activity | AID 652162 | inhibition, % at 9.99 µM | TcdB glycohydrolase enzymatic assay, plate reader | 0.24% of 350,000 active | P18177; in the data active means inhibition above about 10%
FadD28 FP inh: inhibitors of Mycobacterium tuberculosis FadD28 bisubstrate binding; inhibition, % at 12.5 µM; FadD28 bisubstrate probe binding, fluorescence polarization; 0.22% of 360,000 active; AID 588549; in the data active means inhibition above about 8.5%, passing the limit was not always enough; inconclusive means no clear call, values can overlap the other calls
Mtb BioA inh: inhibitors of Mycobacterium tuberculosis BioA enzyme. purified M. tuberculosis BioA enzyme, plate reader. inhibition, % at 9.99 µM. 0.096% of 360,000 active. AID 602481; in the data active means inhibition above about 40%; inconclusive means no clear call, values can overlap the other calls
GDH-TPI counter: GDH-TPI coupled enzyme inhibition counter-screen | GDH-TPI coupled enzyme counterscreen, NADH absorbance | inhibition, % at 4.8 µM | 1.2% of 360,000 active | AID 588335; in the data active means inhibition above about 30%;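 further: 0% = DMSO wells and 100% = wells lacking the enzyme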
Mtb FBA inh: Mtb fructose-bisphosphate aldolase inhibition; inhibition, % at 1 µM; 2.3% of 360,000 active; purified M. tuberculosis FBA, fluorescence read-out; AID 588726; P9WQA3; in the data active means inhibition above about 27%;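 further: 0% = vehicle and 100% = reference inhibitor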
PfHsp40 yeast: restores yeast growth despite PfHsp40 toxicity; S. cerevisiae expressing PfHsp40, growth rescue, ATP luminescence; growth rescue, % at 12.5 µM; 0.68% of 340,000 active; in the data active means growth rescue above about 28%, passing the limit was not always enough; inconclusive means no clear call, values can overlap the other calls;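 further: yeast W303a lacking pdr1 and pdr3 grown in galactose medium; growth measured after three days at 30 °C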
Yp Topo-I inh: Y. pestis Topo-I inhibition via cleavage products | Y. pestis Topo-I cleavage product accumulation, plate reader | activity, % at 10 µM | 0.064% of 360,000 active; in the data active means activity above about 50%, passing the limit was not always enough; inconclusive means no clear call, values can overlap the other calls; further: inactives centre near 2
Mtb UGM inh: Mtb UDP-galactopyranose mutase inhibition. P9WIQ1. purified UGM, fluorescence polarization probe displacement. inhibition, % at 10 µM. 0.06% of 320,000 active; in the data active means inhibition above about 10%, passing the limit was not always enough; inconclusive means no clear call, values can overlap the other calls
Starred values were filed as active, the others as inactive; i = inactive; ? = inconclusive; / = no result given; & = joins results of further samples.

The first four entries, ahead of the listing:
Every second line gives: Vc quorum ag, TcdB GH inh, FadD28 FP inh, Mtb BioA inh, GDH-TPI counter, Mtb FBA inh, PfHsp40 yeast, Yp Topo-I inh, Mtb UGM inh
Cc1ccc(N2CC(C(=O)OCC(=O)c3ccc(C)c([N+](=O)[O-])c3)CC2=O)cc1 (stereo not drawn)
→ i, -0.4, -4.1, /, -2, 1, 0.8, 9, 2.0
CC(C(O)c1cc(=O)c(OCc2ccccc2)co1)[N+](=O)[O-] (stereo not drawn)
→ -0.6, 0.5, 0.0, /, 4, 0, -0.5, 4, -1.3
S=c1[nH]nc(-c2cc(-c3ccccc3)n[nH]2)n1/N=C/c1cccs1
→ -0.8, 0.8, -2.1, /, 2, -2, -0.3, -3, 3.6
Cc1cccc(NC(=O)C(=O)NNC(=O)c2ccc(C(C)(C)C)cc2)c1
→ -0.5, 1.1, -1.2, -5.4, 13, -2, -0.3, -6, -0.7

The whole of this part, from the start:
Every second line gives: Vc quorum ag, TcdB GH inh, FadD28 FP inh, Mtb BioA inh, GDH-TPI counter, Mtb FBA inh, PfHsp40 yeast, Yp Topo-I inh, Mtb UGM inh
Cc1ccc(N2CC(C(=O)OCC(=O)c3ccc(C)c([N+](=O)[O-])c3)CC2=O)cc1 (stereo not drawn)
→ i, -0.4, -4.1, /, -2, 1, 0.8, 9, 2.0
CC(C(O)c1cc(=O)c(OCc2ccccc2)co1)[N+](=O)[O-] (stereo not drawn)
→ -0.6, 0.5, 0.0, /, 4, 0, -0.5, 4, -1.3
S=c1[nH]nc(-c2cc(-c3ccccc3)n[nH]2)n1/N=C/c1cccs1
→ -0.8, 0.8, -2.1, /, 2, -2, -0.3, -3, 3.6
Cc1cccc(NC(=O)C(=O)NNC(=O)c2ccc(C(C)(C)C)cc2)c1
→ -0.5, 1.1, -1.2, -5.4, 13, -2, -0.3, -6, -0.7
COc1ccc2sc(-c3ccc(SC)cc3)c(-c3ccc(O)cc3)c2c1
→ 2.8, 1.0, -1.8, -0.9, 29, 10, 0.7, -3, -5.1
CCCC(C)C(=O)Nc1ccc(S(N)(=O)=O)cc1 (stereo not drawn)
→ -0.8, 1.6, 1.0, /, 9, 2, -0.7, -9, -1.9
c1ccc(N2CCN(c3c4c(nc5ncnn35)CCC4)CC2)cc1
→ -0.5, 3.7, 0.7, 4.6, 5, 4, 0.6, 11, -0.5
Cc1nc2ccc(NC(=S)N3CCOCC3)cc2nc1C
→ -0.2, -1.6, -2.0, /, 10, 10, 0.1, 1, -2.2
N#Cc1ccc(OCc2nnc(SCC(=O)c3ccccc3)n2-c2ccccc2)cc1
→ /, /, -1.9, 2.6, -1, 1, 0.5, -5, 0.2
O=C(NCc1ccccc1)C1=C[C@H](c2ccc3c(c2)OCO3)C[C@H](OCc2ccc(CO)cc2)O1
→ -3.8, -0.7&1.7, -3.2, -2.3, -1, 8, -1.8, -4, 1.0
Clc1ccc(C2=Nn3c(nnc3-c3cc(-c4ccccc4)n[nH]3)SC2)cc1
→ i, /, -3.9, 0.1, 3, 0, -0.3, 11, -0.7
COc1cc2c(cc1NC(=O)c1cc(-c3ccccn3)nc3ccccc13)oc1ccccc12
→ i, -3.2, -3.2, -1.2, -3, 0, 0.7, -3, 1.8
O=C(NCCSCc1c(F)cccc1Cl)Nc1ccccc1
→ -1.2, /, -2.6, -0.9, 1, -6, -1.1, -3, -0.5
Cc1ccc(CSCCNC(=O)CN(c2ccc(F)cc2)S(C)(=O)=O)cc1
→ -1.8, 1.2, -3.1, 1.9, 1, -1, -1.3, 8, 2.6
Cn1c(=O)[nH]c(=O)c2c1nc(NCCO)n2CCOc1ccccc1
→ -1.0, 2.5, 0.4, -1.6, -2, 2, -1.8, -2, 4.8
N=c1n(CCO)c2ccccc2n1CCOc1ccc(Cl)cc1Cl
→ -0.3, -0.3, -1.2, 1.8, 9, 0, -0.3, -9, -2.4
C=C1SC(=Nc2ccccc2Cl)N(C(=O)c2sc3ccccc3c2Cl)C1(C)C
→ i, 0.9, 0.1, /, -3, 1, -1.1, 25, -1.8
CCCCc1nnc(NC(=O)c2oc3ccc(OC)cc3c2C)s1
→ i, 1.9, 1.6, -2.0, 12, 14, 0.3, 0, 2.2
CCc1nc2ccc(C(=O)Nc3ccc(OC)c(OC)c3)cn2c1N(CC)Cc1cccc(Br)c1
→ i, -3.4, -1.4, 0.4, 8, -3, /, 18, /
CSc1cccc(NC(=O)C2CCN(S(=O)(=O)c3ccc4c(c3)NC(=O)CO4)CC2)c1
→ i, -0.7, -4.2, 4.5, 0, 0, 1.8, 14, 0.7
O=S1(=O)c2ccccc2Nc2ccccc21
→ i, 1.8, -2.2, 0.8, 13, 1, -0.9, 6, 3.7
O=C(NCCCn1ccnc1)C(=O)NCC(c1ccco1)N1CCN(c2ccc(F)cc2)CC1 (stereo not drawn)
→ -2.2, 0.6, -2.8, /, 2, 1, -0.2, 9, -1.1
CCOc1nc(-c2ccccc2O)nc2ccccc12
→ 1.6, 0.9, -0.7, /, 2, -2, 0.1, 6, 3.9
O=C(CCCCCN1C(=O)c2cccc3cccc(c23)C1=O)NCc1cccnc1
→ -0.3, 1.7, -5.1, -2.4, 15, 10, /, 1, 0.5
COc1ccc(S(=O)(=O)Nc2cccc(F)c2C)cc1C(=O)N1CCOCC1
→ -0.6, 1.4, -0.5, /, 6, -1, -0.3, 4, 0.0
O=C(NNc1ncnc2c1cnn2-c1ccc(F)cc1)c1cccs1
→ i, -0.5, -3.5, -0.2, 2, -5, 19, 0, -2.9
COc1ccc2[nH]c3c(c2c1)CCN1C(=O)C(CC(=O)NCCCn2ccnc2)C[C@H](C(=O)N2CCOCC2)[C@@]31CCC1CCCC1 (stereo partly drawn)
→ -0.8, 0.2, -0.7, 0.6, 8, -2, -1.3, 21, /
COc1ccc2[nH]c(=O)c(CN(C(=O)c3ccco3)C(C)C)cc2c1
→ i, 1.4, -0.6, 0.9, 12, 18, 6.5, 6, 0.1
COc1ccc(OCc2cc(C(=O)N3CCCCCC3)no2)c(Cl)c1
→ -0.5, 2.3, -0.5, 1.5, 5, -1, 0.9, 40, -1.0
COC(=O)c1ccc(NC(=O)c2cc3sccc3n2C)cc1
→ i, /, -1.0, -2.3, 30, -4, -2.1, -5, 0.8
O=C(O)C1CCN(C(=O)c2ccco2)CC1
→ i, 0.9, -2.9, -1.6, 1, 4, 0.4, 5, 3.8
COc1ccc(OC(=O)c2cccnc2)cc1
→ 1.0, /, -1.3, 0.4, 7, 5, -0.3, 3, 1.9
COc1cc(CC(=O)Nc2nc(-c3ccccc3)c(C(C)=O)s2)cc(OC)c1OC
→ i, 2.5, -0.1, -5.2, 19, -2, 1.5, 2, -0.4
CCOc1cccc(C(=O)Nc2ccccc2N2CCN(C(=O)C(C)C)CC2)c1
→ -1.6, /, -1.6, 1.0, -12, 0, 17, 6, 1.8
Cc1cc(NC(=O)CSc2nc(C(C)C)nc3sc4c(c23)CCC(C)C4)no1 (stereo not drawn)
→ i, /, 1.1, 0.0, -3, 3, 0.4, 4, -0.9
COc1cccc(NC(=O)CC(=O)c2ccccc2)c1
→ i, 1.1, 2.5, -0.2, -9, 2, 0.4, 4, 0.3
O=C(CCl)Nc1ccccc1Sc1ccccc1
→ 13, /, 0.2, 0.8, -6, 1, -1.0, 4, 1.4
O=C(Oc1c(CN2CCOCC2)cc(Cl)c2cccnc12)c1cccs1
→ i, 0.3, -1.7, -1.1, 12, 8, -0.1, 8, -1.5
CCS(=O)(=O)N1CCN(C2CCC(c3ccccc3)CC2)CC1 (stereo not drawn)
→ i, /, -2.4, 0.0, -9, 1, -0.2, 9, 2.9
CCCCCCC(=O)N/N=C1\CCCc2ccccc21
→ i, 0.4, -2.2, -1.7, 1, 3, 0.1, 22, 2.1
Cn1c2c(c3ccccc31)CC/C2=N\O
→ i, /, -1.3, -1.2, -4, 1, 6.0, -17, 0.7
CCC(=O)Oc1ccc(C(=O)Nc2ccc3c(c2)C(=O)N(C2CCCCC2)C3=O)cc1
→ i, /, -2.3, 0.0, -4, 3, -0.3, -2, 1.5
CCN(Cc1ccccc1)C(=O)CN1C(=O)NC(CC)(c2ccc(F)cc2)C1=O (stereo not drawn)
→ i, 0.4, -4.1, 0.1, -2, -4, 0.9, 9, 0.8
Cc1nc(-c2ccccc2)nc2[nH]c(-c3ccccc3)cc(=O)c12
→ i, /, -3.3, -0.8, 18, -6, -0.4, -3, 1.6
CCN(CC)S(=O)(=O)c1ccc(C(=O)Nc2ccc(OCC(=O)N3CCOCC3)cc2)cc1
→ /, /, -1.3, -1.7, 8, -2, 1.0, 4, -2.0
CCCC(c1nnnn1C(C)(C)C)N1CCN(c2ccccc2)CC1 (stereo not drawn)
→ -0.8, 0.4, -3.9, 0.9, -3, 0, -0.5, 6, -1.8
COc1cccc(S(=O)(=O)N(C)C[C@H]2Oc3ncc(Br)cc3C(=O)N([C@@H](C)CO)C[C@@H]2C)c1
→ i, 1.2&0.8, -3.5, -0.8&-0.4, 1, -4, /, 16, /
Oc1ccc(C[C@H]2CNC(=S)N2C[C@H]2CCCN2C[C@H](Cc2ccccc2)N2C[C@H](Cc3ccc(O)cc3)N(CC3CCCCCC3)C2=S)cc1
→ /, -1.3, -1.0, -7.1, /, 0, /, /, /
NC(Cc1ccccc1)c1nn[nH]n1 (stereo not drawn)
→ 3.3, 1.8, ?, 1.1, 0, 0, 0.2, 7, /
NS(=O)(=O)c1cccc(NC(=O)CCc2ccc(S(=O)(=O)N3CCOCC3)cc2)c1
→ -1.2, 2.9, -1.3, 0.0, 7, -1, 0.5, -1, /

Later entries:
Every second line gives: Vc quorum ag, TcdB GH inh, FadD28 FP inh, Mtb BioA inh, GDH-TPI counter, Mtb FBA inh, PfHsp40 yeast, Yp Topo-I inh, Mtb UGM inh
Cc1ccc(C(=O)NC(C(=O)OCc2cn3cc(Cl)ccc3n2)C(C)C)cc1 (stereo not drawn)
→ 0.7, 1.4, -4.2, 0.4, 8, 1, 1.7, 20, 3.0
COc1ccc(N2CCN(S(=O)(=O)CCNC(=O)C34CC5CC(CC(C5)C3)C4)CC2)cc1
→ -0.4, 2.2, -0.6, -0.3, 4, 0, -0.1, 34, -1.0
NC(=O)C1CCN(CCC(=O)Nc2ccc3c(c2)CCC3)CC1
→ -0.3, /, 0.2, /, 10, -1, -0.6, 4, 0.2
COc1cccc(NC(=O)Cc2ccccc2)c1
→ -0.5, 0.1, -1.2, -3.4, 9, 3, -0.7, -13, 1.4
CC/C(=N\NC(=O)Nc1ccccc1)c1ccccc1
→ -0.4, /, 0.7, -2.3, 7, 0, 0.8, 7, -1.6
COc1ccc(OC)c(S(=O)(=O)n2ccc(C)n2)c1
→ 0.7, 1.2, -2.7, -1.4, 0, -1, -2.3, 0, -1.6
Cc1cccc(N(C(=O)Cc2cccs2)C(C(=O)NCc2ccco2)c2ccncc2)c1 (stereo not drawn)
→ 0.0, 0.6, -2.3, /, -6, -1, -0.3, 20, -0.2
COc1ccc(/C=C/C(=O)Oc2cc(C)[nH]c(=O)c2[N+](=O)[O-])cc1OC
→ -0.2, 1.0, -0.7, /, 11, 3, -1.5, -5, 3.2
O=C(NCc1ccco1)C(Cc1ccccc1)N1C(=O)C2C3C=CC(C3)C2C1=O (stereo not drawn)
→ i, /, -5.5, 1.9, -1, -6, 1.0, -4, 1.0
Cc1ccc2c(CC(=O)OCC(=O)Nc3ccc(Cl)cn3)coc2c1
→ -3.1, 0.8, -0.8, -3.2, 0, 2, 2.3, 0, 1.1
CC(C)c1nc2oc3c(NCCO)ncnc3c2c2c1COC(C)(C)C2
→ -0.7, 0.8, -4.0, 0.2, -12, 88*, -0.2, 11, 2.0
O[C@@H]1C[C@H](c2ccc(Cl)cc2)N(Cc2cccs2)C[C@H]1n1cc(-c2ccc(F)cc2)nn1
→ -0.4, 0.7, -1.8, -1.4, 5, 3, /, 9, /
COC(=O)c1ccc(C(=O)N2CCCC(Nc3ccc(C(C)C)cc3)C2)cc1 (stereo not drawn)
→ -0.4, -0.4, 0.2, 4.9, 3, 0, 3.1, 13, -2.2

Looked up above:
COC(=O)c1ccc(C(=O)N2CCCC(Nc3ccc(C(C)C)cc3)C2)cc1 (stereo not drawn) @ Mtb UGM inh: -2.2
COc1ccc(N2CCN(S(=O)(=O)CCNC(=O)C34CC5CC(CC(C5)C3)C4)CC2)cc1 @ Yp Topo-I inh: 34
